# Screening data: PubChem BioAssay, several laboratories
# 3CLpro inhibitor: SARS-CoV 3CLpro protease inhibitors, primary screen, biochemical, quenched FRET; Replicase polyprotein 1ab (Severe acute respiratory syndrome coronavirus), P0C6X7; recombinant SARS-CoV 3CLpro, quenched FRET peptide cleavage; 0.14% of 290,000 active; inhibition, % at 6 µM; in the data active = inhibition above about 12%
# CCHF vOTU inh: CCHFV vOTU protease inhibitors, primary screen, biochemical, Pep-AMC substrate, fluorescence; AID 651958, 2012; inhibition, % at 11.5 µM; 0.55% of 370,000 active; in the data active = inhibition above about 30%; also: 0% = vehicle wells with enzyme and 100% = no enzyme wells
# SSB-PriA inh: inhibitors of Klebsiella pneumoniae PriA binding to SSB C-terminal tail, primary screen, biochemical, AlphaScreen | 0.6% of 430,000 active | inhibition, % at 33 µM | PriA–SSB C-terminal tail interaction (Klebsiella pneumoniae) | AlphaScreen SSBct-PriA binding, biotinylated peptide; in the data active = inhibition mostly above about 37%, no sharp cut-off; inactive = mostly below about 20%;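 also: plate controls were negative control peptide for no effect and reference peptide for full effect; strong numbers were not always called active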
# TcdB inh: TcdB glycohydrolase inhibitors, primary screen, biochemical, single point, plate reader. inhibition, % at 9.99 µM. Toxin B (Clostridioides difficile), P18177. AID 652162, 2013. 0.24% of 350,000 active. TcdB glycohydrolase enzymatic assay; in the data active = inhibition above about 10%
# Target sequence (P18177 whole entry, looked up): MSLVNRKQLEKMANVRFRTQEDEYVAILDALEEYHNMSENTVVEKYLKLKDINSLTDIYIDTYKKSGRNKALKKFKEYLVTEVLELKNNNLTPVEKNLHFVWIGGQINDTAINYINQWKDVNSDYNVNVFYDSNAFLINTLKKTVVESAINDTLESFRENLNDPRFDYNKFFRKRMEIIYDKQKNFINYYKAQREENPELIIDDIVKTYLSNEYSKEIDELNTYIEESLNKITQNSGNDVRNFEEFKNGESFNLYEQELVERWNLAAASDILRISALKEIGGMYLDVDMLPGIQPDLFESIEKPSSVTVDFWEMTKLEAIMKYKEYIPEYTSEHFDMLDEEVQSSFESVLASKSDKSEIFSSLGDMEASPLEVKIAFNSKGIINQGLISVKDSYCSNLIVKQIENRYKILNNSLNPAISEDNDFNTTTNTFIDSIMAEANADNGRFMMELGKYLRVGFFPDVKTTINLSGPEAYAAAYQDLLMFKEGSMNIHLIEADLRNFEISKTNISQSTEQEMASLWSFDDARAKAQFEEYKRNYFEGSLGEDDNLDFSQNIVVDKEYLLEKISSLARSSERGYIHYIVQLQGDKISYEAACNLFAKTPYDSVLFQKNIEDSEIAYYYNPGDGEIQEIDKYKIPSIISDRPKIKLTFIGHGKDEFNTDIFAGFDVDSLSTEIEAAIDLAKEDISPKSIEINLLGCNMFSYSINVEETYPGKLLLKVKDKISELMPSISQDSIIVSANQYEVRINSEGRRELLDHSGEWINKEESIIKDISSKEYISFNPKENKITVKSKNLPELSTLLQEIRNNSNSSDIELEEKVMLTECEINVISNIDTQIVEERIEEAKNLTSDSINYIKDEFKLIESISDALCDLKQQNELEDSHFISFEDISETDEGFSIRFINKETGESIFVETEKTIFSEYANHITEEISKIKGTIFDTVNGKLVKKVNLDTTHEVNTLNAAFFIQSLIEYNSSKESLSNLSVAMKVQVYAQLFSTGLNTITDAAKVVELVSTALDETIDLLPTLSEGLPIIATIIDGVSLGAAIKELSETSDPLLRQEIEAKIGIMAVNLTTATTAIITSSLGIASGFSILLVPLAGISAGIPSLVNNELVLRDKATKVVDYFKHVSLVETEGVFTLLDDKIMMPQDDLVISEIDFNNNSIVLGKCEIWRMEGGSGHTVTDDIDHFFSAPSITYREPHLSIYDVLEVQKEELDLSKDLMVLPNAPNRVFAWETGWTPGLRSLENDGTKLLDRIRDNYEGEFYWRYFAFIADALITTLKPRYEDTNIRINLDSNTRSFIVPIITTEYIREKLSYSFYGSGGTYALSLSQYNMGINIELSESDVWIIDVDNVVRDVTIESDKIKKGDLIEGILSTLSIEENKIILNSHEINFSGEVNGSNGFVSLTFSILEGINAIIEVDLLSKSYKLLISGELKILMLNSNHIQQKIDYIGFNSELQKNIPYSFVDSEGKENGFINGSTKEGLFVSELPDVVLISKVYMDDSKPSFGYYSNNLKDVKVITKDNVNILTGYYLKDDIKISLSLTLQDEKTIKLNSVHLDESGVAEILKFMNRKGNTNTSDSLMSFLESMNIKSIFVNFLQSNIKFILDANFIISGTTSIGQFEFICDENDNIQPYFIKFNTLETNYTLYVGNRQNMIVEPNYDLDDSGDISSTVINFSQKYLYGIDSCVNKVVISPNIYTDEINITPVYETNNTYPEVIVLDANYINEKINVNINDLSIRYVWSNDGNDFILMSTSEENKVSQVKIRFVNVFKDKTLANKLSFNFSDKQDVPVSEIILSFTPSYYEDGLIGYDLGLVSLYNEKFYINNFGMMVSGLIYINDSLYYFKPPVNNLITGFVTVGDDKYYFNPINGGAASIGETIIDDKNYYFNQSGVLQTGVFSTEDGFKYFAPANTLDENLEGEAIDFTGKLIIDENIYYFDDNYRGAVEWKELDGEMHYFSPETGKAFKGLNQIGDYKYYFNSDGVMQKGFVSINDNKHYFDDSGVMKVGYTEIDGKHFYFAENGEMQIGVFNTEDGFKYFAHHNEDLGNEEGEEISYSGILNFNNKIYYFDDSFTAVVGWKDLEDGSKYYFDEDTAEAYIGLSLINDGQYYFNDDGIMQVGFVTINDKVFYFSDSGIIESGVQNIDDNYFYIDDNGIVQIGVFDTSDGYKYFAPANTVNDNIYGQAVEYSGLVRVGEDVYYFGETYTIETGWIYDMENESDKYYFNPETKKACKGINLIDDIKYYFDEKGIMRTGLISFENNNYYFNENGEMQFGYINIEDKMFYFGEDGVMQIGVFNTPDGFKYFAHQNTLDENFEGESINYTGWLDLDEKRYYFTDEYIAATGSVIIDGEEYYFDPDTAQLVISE
# VHR inh abs: VHR1 phosphatase inhibitors, primary screen, biochemical, absorbance, uHTS | Dual specificity protein phosphatase 3 (Homo sapiens), P51452 | recombinant VHR phosphatase, pNPP absorbance | inhibition, % at 13.3 µM | 0.52% of 290,000 active; in the data active = inhibition above about 50%; also: some compounds called inactive have numbers as strong as hits
# PfHsp40 yeast: rescue of yeast from PfHsp40 toxicity, primary screen, S. cerevisiae, ATP luminescence; AID 504582, 2011; S. cerevisiae expressing PfHsp40, growth rescue; 0.68% of 340,000 active; growth rescue, % at 12.5 µM; in the data active = growth rescue above about 28%, passing the limit was not always enough; inconclusive = no clear call, values can overlap the other calls;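 also: yeast W303a lacking pdr1 and pdr3 grown in galactose medium; growth measured after three days at 30 °C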
# BoNT A protease: BoNT/A light chain protease inhibitors, primary screen, biochemical, flow cytometry, MLPCN library; multiplex microsphere protease substrate cleavage; inhibition, % at 10 µM; AID 588499, 2011; Botulinum neurotoxin type A light chain protease (Clostridium botulinum A str. ATCC 3502); 0.17% of 360,000 active; also: plate controls were buffer without enzyme for full effect and enzyme alone for no effect
# Y pestis TopoI: Yersinia pestis topoisomerase I inhibitors, primary screen, biochemical, cleavage product accumulation, plate reader, single point; DNA topoisomerase I (Yersinia pestis CO92); Y. pestis Topo-I cleavage product accumulation; activity, % at 10 µM; 0.064% of 360,000 active; in the data active = activity above about 50%, passing the limit was not always enough; inconclusive = no clear call, values can overlap the other calls; also: inactives centre near 2
# BH1578 lux ind: inducers of Vibrio cholerae quorum light production without autoinducers, primary screen, BH1578 luxS cqsA deficient, single point. V. cholerae BH1578 lux reporter, luminescence, 6 h. activation, % at 18.7 µM. 0.16% of 350,000 active. AID 588436, 2011; in the data active = activation mostly above about 9.7%, no sharp cut-off; inconclusive = no clear call, values can overlap the other calls; inactive = mostly below about 3.7%; also: not every result past the cut was called active; inactives centre near 0; reference of the scale not given here
# Anthrax LF prot: Bacillus anthracis LF protease inhibitors, primary screen, biochemical, multiplex microsphere, MLPCN library | inhibition, % at 10 µM | 0.12% of 360,000 active | Lethal factor (Bacillus anthracis), P15917 | multiplex microsphere protease cleavage assay; also: plate controls were buffer without enzyme for full effect and enzyme alone for no effect
# An asterisk follows results filed as active; i = inactive; ? = inconclusive; nt = not tested or not shown; & = joins results of further samples. Rule as the data show it, unless noted: active = inhibition above about 30%; inconclusive = no clear call, values can overlap the other calls; inactive = below that. A portion of the library. The share of hits here may be higher or lower than overall.
# Values run as follows: PfHsp40 yeast	Y pestis TopoI	VHR inh abs	BoNT A protease	Anthrax LF prot	TcdB inh	BH1578 lux ind	CCHF vOTU inh	SSB-PriA inh	3CLpro inhibitor
COc1ccc(NC(=O)C2Cc3c(-c4ccncc4)ccnc3O2)cc1OC (stereo unspecified)
    nt	11	nt	-0.1	-4	-1.9	-0.3	-10	nt	nt
CC1CC(C(F)F)n2nc(C(=O)Nc3sc4c(c3C#N)CCC(C(C)(C)C)C4)nc2N1 (stereo unspecified)
    4.5	4	45	-1.6	3	nt	5.9	1	-3	3
COc1cc(Cl)c(C)cc1NC(=O)COC(=O)c1cc[n+]([O-])cc1
    0.2	1	37	-0.2	-5	1.0	-0.8	-6	-7	3
COc1ccc(OC)c(C(C)NC(=O)Nc2cccc(C(C)=O)c2)c1 (stereo unspecified)
    1.3	-6	5	0.0	-4	1.1	-0.5	-10	0	2
Cc1[nH]c2ccccc2c1/C=N/NC(=O)CNC(=O)Cc1ccccc1
    9.4	-2	-3	0.9	2	1.2	-0.6	5	nt	3
COc1ccc(C(=O)NN(C)c2nc(C(F)(F)F)nc3ccccc23)cc1
    1.1	-4	2	-0.2	2	0.3	-0.5	11	-1	2
CC1CCN(S(=O)(=O)c2cn(CC(=O)Nc3cccc(C#N)c3)cn2)CC1
    -0.4	-8	18	-0.5	1	2.6	-0.2	4	2	-2
CCOC(=O)COc1ncn(-c2ccccc2)n1
    1.3	6	11	0.5	-8	nt	i	-2	4	-3
Fc1ccc(Nc2nc(-c3ccncc3)nc3ccccc23)cc1F
    3.1	2	23	-1.2	-2	0.3	i	-2	-23	3
O=C(Cn1c2[n+](c3ccc(C(F)(F)F)cc31)CCCCC2)c1cccc([N+](=O)[O-])c1
    -0.3	-5	11	1.1	-1	0.5	-0.3	2	2	0
COc1ccc(CCN(C)C(=O)c2c(C)nn(-c3ccccc3)c2C)cc1OC
    3.9	5	15	3.1	1	1.3	-0.1	6	5	-2
CCCCCCCCC(=O)N/N=C/c1cccc(Br)c1
    3.7	1	6	-1.3	-4	-0.7	i	-5	nt	-2
Cc1cc(C(=O)CN2C(=O)NC3(CCCCC3)C2=O)c(C)n1Cc1ccco1
    -0.5	13	13	0.1	-9	2.3	-0.7	0	-1	5
CCCCNC(=O)Cn1cnc2ccc(S(=O)(=O)N3CCC(C)CC3)cc2c1=O
    -0.3	1	12	0.7	-1	-0.8	i	-17	-8	1
CCC1CCCCN1CCCNC(=O)c1ccc2c(=O)n(CCOC)c(=O)[nH]c2c1 (stereo unspecified)
    -0.5	2	21	2.7	-3	0.9	-0.3	-7	-9	-5

# (further entries)
# Values run as follows: PfHsp40 yeast	Y pestis TopoI	VHR inh abs	BoNT A protease	Anthrax LF prot	TcdB inh	BH1578 lux ind	CCHF vOTU inh	SSB-PriA inh	3CLpro inhibitor
CCCC(=O)Nc1nnc(/C=C/c2ccc(OC)cc2)s1
    -1.4	-6	20	-2.1	-11	-0.8	i	16	-8	1
O=C(NCCCNC(=O)c1ccccc1Cl)c1cnccn1
    -1.5	2	5	-0.1	0	-0.2	-0.4	0	3	2
Cc1ccc(OCCn2nc3ccccc3n2)c(C)c1
    2.7	-7	-19	-0.3	-1	nt	-17	1	-58	-2
CC(=NOC(=O)c1ccc(F)cc1)c1nccs1
    nt	-10	nt	-0.2	1	0.7	-0.7	5	-6	nt
CC1CC(C)CN(CCC(=O)Nc2ccc3c(c2)CCC3)C1 (stereo unspecified)
    0.0	11	19	-0.3	-1	0.5	i	8	8	-1
COc1ccc(-c2cc(=O)oc3c(C)c(OCC(=O)NCC4CCC(C(=O)O)CC4)ccc23)cc1 (stereo unspecified)
    0.1	0	24	-0.7	0	0.6	-0.3	-3	-6	2
COc1ccc(NC(=O)CCCNC(=O)c2ccc(Cl)cc2)cc1S(=O)(=O)N1CCCCC1
    -0.1	28	nt	-0.6	2	-9.7	-2.7	10	-17	nt
Cc1ccc(S(=O)(=O)N2CCN(C(=O)c3c(-c4ccccc4)noc3C)CC2)c(C)c1
    -1.2	10	21	-2.8	-7	0.4	-0.1	-7	-10	2
CC1(C(=O)NS(=O)(=O)c2ccc3ccccc3c2)CCN1C(=O)Cc1ccc(Cl)cc1Cl (stereo unspecified)
    nt	8	nt	-1.0	-6	0.2	i	5	nt	nt
Cc1ccc(NC(=O)CN(C)C(=O)CNC(=O)c2cccs2)cc1
    -2.1	-3	nt	-1.7	-2	-0.8	4.3	-11	-5	nt
CC(C)N=C(NS(=O)(=O)NC(=O)c1ccccc1)c1ccccc1
    0.0	-7	12	0.6	0	1.5	-0.8	10	-15	-1
Nc1nonc1-n1nnc(C(=O)N/N=C/c2ccccc2Cl)c1COc1ccc(F)cc1
    1.2	-4	0	1.3	-10	1.2	i	-6	i	-1
CCNCC(=O)Nc1ccc(N2CCOCC2)cc1
    -2.1	?	13	0.8	-5	-2.7	i	-3	2	0
O=C(OCC(=O)N1CCOCC1)c1c(Cl)ccc(Cl)c1Cl
    0.5	-11	-10	-1.9	-2	1.3	-0.3	-4	-12	-1
Cc1cc2c(cc(C(=O)OCC(=O)NCc3cccs3)n2C(C)C)o1
    -0.7	-2	-23	-0.1	-6	nt	i	nt	1	-6

# Continuation.
# Values run as follows: PfHsp40 yeast	Y pestis TopoI	VHR inh abs	BoNT A protease	Anthrax LF prot	TcdB inh	BH1578 lux ind	CCHF vOTU inh	SSB-PriA inh	3CLpro inhibitor
CN(C)/C=C1\C(=O)N(c2ccc([N+](=O)[O-])cc2)N=C1c1ccccc1
    2.8	-12	-18	-0.4	-3	nt	4.5	22	8	3
C#CCOCCOCCOCCNc1nc(N2CCN(C(=O)C(CCC(=O)O)n3cc(C(N)CC(C)C)nn3)CC2)nc(N2CCN(C(=O)C(Cc3cc4ccccc4[nH]3)n3cc(C(N)Cc4ccc(O)cc4)nn3)CC2)n1 (stereo unspecified)
    -0.3	6	16	0.9	-1	nt	i	nt	9	5
COc1ccc(CCNC(=S)Nc2ccc(C)cc2C)cc1
    0.3	9	-1	-0.2	0	0.5	i	6	-4	2
O=C(OCC(=O)N1CCN(c2ccccc2)CC1)c1ccccc1NCCO
    0.5	9	nt	-0.2	3	0.8	2.8	-78	-5	nt
O=C(CSc1nc2nn(-c3ccccc3)c(=O)c-2c2n1CCCCC2)NCCc1ccccc1
    0.7	17	26	-0.2	-5	1.0	-0.5	-5	0	2
COc1ccc(-c2nc(SC(C)C(=O)NCC3CCCO3)n[nH]2)cc1 (stereo unspecified)
    0.5	-5	nt	-0.2	-2	1.4	-0.9	2	-12	nt
O=C(NC(=S)Nc1ccccc1Br)c1ccco1
    2.7	9	41	-0.9	-4	0.9	-0.2	-9	3	-6
Cc1ccc(Nc2nc(C(=O)N3CCC(C(=O)NCCN4CCOCC4)CC3)cs2)cc1
    -0.2	20	32	1.8	6	-0.6	i	9	-6	2
CC(C)(C)S(=O)N1Cc2cc(C(=O)NCCCN3CCOCC3)nc(-c3cccc(-c4cc5ccccc5o4)c3)c2[C@H]1CCO (stereo partly specified)
    nt	nt	nt	0.3	-7	1.3	nt	8	nt	nt
CN(CC(=O)Nc1ccc(F)c(F)c1F)C(=O)CCCSc1nc2ccccc2[nH]1
    -1.0	-7	nt	2.2	?	1.1	-7.1	0	5	nt
COC(=O)c1c(NC(=O)C2CC=CCC2C(=O)O)sc(C)c1C (stereo unspecified)
    2.5	0	-11	?	3	nt	2.0	12	4	0
O=C(N=C1SC2CS(=O)(=O)CC2N1c1ccc(F)cc1F)C1CC1 (stereo unspecified)
    -0.1	-1	61	-0.5	-1	1.3	-0.6	14	-3	-5
Cc1c(C(=O)Nc2ccc(F)c(F)c2)oc2ccc(S(=O)(=O)N3CCCCC3)cc12
    -0.1	-4	6	0.2	-1	1.0	0.9	3	-9	2
O=C(CSc1ccc(Cl)cc1)N1CCOCC1
    -0.8	-10	16	0.1	1	nt	-0.3	1	1&-8	5
Cc1ccc(/C=N/N2CCN(c3ccccn3)CC2)cc1
    0.6	1	6	-0.7	2	-3.8	-0.1	11	nt	0

# Going on with the list.
# Values run as follows: PfHsp40 yeast	Y pestis TopoI	VHR inh abs	BoNT A protease	Anthrax LF prot	TcdB inh	BH1578 lux ind	CCHF vOTU inh	SSB-PriA inh	3CLpro inhibitor
C=CCO/N=C(/C)c1ccc(Oc2cnccn2)cc1
    -0.9	-2	33	-0.7	1	0.3	-0.4	-12	nt	3
CC(=O)Nc1ccc(SC[C@H](C)CN2CC[C@H](O)CCC2=O)cc1
    0.8	3	nt	0.3	-4	0.0	-0.4	1	-4	nt
COC(=O)Cc1c(C)nc2nc(-c3cccnc3)[nH]n2c1=O
    -1.4	3	44	0.0	1	nt	i	6	-21	1
O=C(CNC(=O)c1ccccc1)OCCOc1cccc(Cl)c1
    -0.8	-3	nt	-1.2	-1	1.8	i	9	-4	nt
CC(=O)c1cccc(OCC(O)CN2CCN(C(=O)c3ccco3)CC2)c1 (stereo unspecified)
    1.3	4	7	-2.8	-3	8.5	-0.2	0	-9	1
O=C(Cn1cccc1)Nc1ccc(F)cc1F
    0.6	2	15	-0.4	2	nt	i	-19	-8	4
OC[C@@H]1CN(Cc2ccc(F)cc2)C[C@H](n2cnc3c(N4CCCC4)ncnc32)O1
    nt	10	nt	0.2	0	0.3	-0.8	-7	nt	nt
Cc1ccc(C(=O)Cn2c(NCCO)nc3ccccc32)cc1
    1.0	2	21	0.3	4	nt	i	3	1	10

# Copied from the entries so far (nine entries):
# Values run as follows: PfHsp40 yeast	Y pestis TopoI	VHR inh abs	BoNT A protease	Anthrax LF prot	TcdB inh	BH1578 lux ind	CCHF vOTU inh	SSB-PriA inh	3CLpro inhibitor
O=C(CSc1ccc(Cl)cc1)N1CCOCC1
    -0.8	-10	16	0.1	1	nt	-0.3	1	1&-8	5
Cc1ccc(/C=N/N2CCN(c3ccccn3)CC2)cc1
    0.6	1	6	-0.7	2	-3.8	-0.1	11	nt	0
C=CCO/N=C(/C)c1ccc(Oc2cnccn2)cc1
    -0.9	-2	33	-0.7	1	0.3	-0.4	-12	nt	3
CC(=O)Nc1ccc(SC[C@H](C)CN2CC[C@H](O)CCC2=O)cc1
    0.8	3	nt	0.3	-4	0.0	-0.4	1	-4	nt
COC(=O)Cc1c(C)nc2nc(-c3cccnc3)[nH]n2c1=O
    -1.4	3	44	0.0	1	nt	i	6	-21	1
O=C(CNC(=O)c1ccccc1)OCCOc1cccc(Cl)c1
    -0.8	-3	nt	-1.2	-1	1.8	i	9	-4	nt
CC(=O)c1cccc(OCC(O)CN2CCN(C(=O)c3ccco3)CC2)c1 (stereo unspecified)
    1.3	4	7	-2.8	-3	8.5	-0.2	0	-9	1
O=C(Cn1cccc1)Nc1ccc(F)cc1F
    0.6	2	15	-0.4	2	nt	i	-19	-8	4
OC[C@@H]1CN(Cc2ccc(F)cc2)C[C@H](n2cnc3c(N4CCCC4)ncnc32)O1
    nt	10	nt	0.2	0	0.3	-0.8	-7	nt	nt
